CRFR2-BP ag: agonists of human CRF-binding protein/CRF-R2 receptor complex; 350,000 tested, 0.46% active; activation, % at 13.2 µM; HEK293 CRF-R2/CRF-BP, calcium dye fluorescence (FLIPR); percent of saturating CRF peptide response;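 active = activation of at least 50%, plus an integration ratio under a set limit after plate pattern correction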;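 note: plate controls were neutral control wells without compound for no effect and CRF at EC100 for full effect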
CHRM4 PAM: positive allosteric modulators of human muscarinic M4 receptor. P08173. CHO-K1 hM4/Gqi5, Fluo-8 calcium fluorescence, ACh EC20; 0% = ACh EC20, 100% = maximal ACh. activation, % at 3 µM. 360,000 tested, 0.4% active. AID 624126;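 active = activation above its plate's cutoff, the mean activation of sample wells plus 3 SD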; note: some results filed as inactive read as strong as hits
Target sequence (P08173 whole entry, looked up): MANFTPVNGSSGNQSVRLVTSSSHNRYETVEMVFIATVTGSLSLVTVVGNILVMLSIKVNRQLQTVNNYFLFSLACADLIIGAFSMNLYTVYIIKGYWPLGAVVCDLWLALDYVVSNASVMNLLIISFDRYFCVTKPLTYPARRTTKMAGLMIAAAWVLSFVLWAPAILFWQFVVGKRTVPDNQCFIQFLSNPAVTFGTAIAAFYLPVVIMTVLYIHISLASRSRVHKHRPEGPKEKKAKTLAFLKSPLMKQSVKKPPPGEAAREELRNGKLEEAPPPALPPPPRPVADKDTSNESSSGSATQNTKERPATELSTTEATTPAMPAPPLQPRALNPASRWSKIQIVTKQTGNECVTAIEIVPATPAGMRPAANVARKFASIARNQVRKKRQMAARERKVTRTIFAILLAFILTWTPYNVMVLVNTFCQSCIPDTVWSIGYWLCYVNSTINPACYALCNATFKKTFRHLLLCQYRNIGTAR
CRFBP-R2 block: antagonists of CRF-binding protein/CRF-R2 receptor complex; HEK293 CRF-R2/CRF-BP, CRF-induced calcium fluorescence; inhibition, % at 11.8 µM; 350,000 tested, 0.59% active;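 active = inhibition of the ligand-induced calcium signal above about 50% at the single tested concentration, limit read from the data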
M5 PAM: CHRM5 positive allosteric modulation; CHO-K1 hM5, Fluo-8 calcium, ACh EC20 PAM; 0% = ACh EC20, 100% = ACh EC100; P08912; activation, % at 3 µM; 360,000 tested, 0.3% active;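 active = activation above the run cutoff, the mean activation of all test compounds plus 3 SD, cut at about 18% in these data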
Target sequence (P08912 whole entry, looked up): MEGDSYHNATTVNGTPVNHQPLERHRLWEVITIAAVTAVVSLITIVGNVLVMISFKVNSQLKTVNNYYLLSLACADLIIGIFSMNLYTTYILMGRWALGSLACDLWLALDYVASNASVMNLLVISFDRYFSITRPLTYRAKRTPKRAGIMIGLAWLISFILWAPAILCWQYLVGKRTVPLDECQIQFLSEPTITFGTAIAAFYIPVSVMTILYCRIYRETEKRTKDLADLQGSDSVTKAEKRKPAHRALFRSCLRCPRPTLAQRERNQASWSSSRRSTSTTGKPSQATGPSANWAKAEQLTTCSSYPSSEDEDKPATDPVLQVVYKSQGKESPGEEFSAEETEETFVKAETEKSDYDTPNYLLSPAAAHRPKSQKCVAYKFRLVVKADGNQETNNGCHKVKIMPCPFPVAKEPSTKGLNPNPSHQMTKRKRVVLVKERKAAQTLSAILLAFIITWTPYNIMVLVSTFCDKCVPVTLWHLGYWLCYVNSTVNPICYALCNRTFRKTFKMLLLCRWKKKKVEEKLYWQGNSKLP
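Test system: CHO-K1 hM5 cells / Doses: single-point, 3 µM nominal / Times: Post-acetylcholine fluorescence recording 140 s / Technique: Fluo-8 calcium fluorescence / Measure: Max/basal fluorescence ratio as % of EC20–EC100 ACh window / Benchmarks: low control EC20 acetylcholine (0%), high control EC100 acetylcholine (100%) / Replicates: one well per compound, no replicates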
CHRM5 agonist: agonists of human muscarinic M5 receptor (CHRM5). P08912. CHO-K1 hM5 cells, Fluo-8 calcium fluorescence; 0% DMSO wells, 100% maximal acetylcholine response. activation, % at 3 µM. 360,000 tested, 0.19% active. AID 624037;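 active = activation above the run's mean over test compounds plus 3 SD, cut at about 23% in these data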;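 note: signal is peak over basal fluorescence ratio across the kinetic read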
IDE cell inh: cellular human IDE inhibition | P14735 | HEK cells, FAbetaB cleavage, fluorescence polarization | inhibition, % at 5.59 µM | 320,000 tested, 0.41% active | AID 434962;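 active = percent inhibition above the average of all tested compounds plus 3 SD, set per screening campaign, cut at about 16% in these data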;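 note: IDE supplied by intact live HEK cells; FP after avidin binding of uncleaved biotin substrate so inhibition keeps polarization high; 0% = DMSO wells and 100% = 60 µM reference IDE inhibitor Ii1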
M5 antag: antagonists of human muscarinic M5 receptor (CHRM5). P08912. 360,000 tested, 0.59% active. CHO-hM5 cells, Fluo-8 calcium fluorescence, ACh EC80. inhibition, % at 3 µM;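 active = inhibition above a per-plate cutoff, the mean of that plate's test compounds plus 3 SD, cut at about 27% in these data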;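 note: 0% = acetylcholine EC80 with DMSO and 100% = DMSO without agonist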
M4 ag: CHRM4 agonism in calcium assay. P08173. CHO-K1 hM4/Gqi5, Fluo-8 calcium fluorescence; vehicle 0%, full acetylcholine response 100%. activation, % at 3 µM. 360,000 tested, 0.14% active. AID 624127;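 active = activation above the run mean over all test wells plus 3 SD, cut at about 32% in these data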;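 note: peak over basal fluorescence ratio per well then scaled between controls; 0% = DMSO wells and 100% = acetylcholine at EC100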
M4 antag: antagonists of human muscarinic M4 receptor (CHRM4); inhibition, % at 3 µM; CHO-hM4 cells, ACh EC80, Fluo-8 calcium fluorescence; P08173; AID 624125; 360,000 tested, 0.73% active;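 active = inhibition above its plate's cutoff, the mean inhibition of sample wells plus 3 SD, cut at about 27% in these data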;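 note: 0% = acetylcholine EC80 with DMSO and 100% = DMSO without agonist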
The depositor's hits bear a star; . = not tested or not shown. Not a hit list; 2.9% or so of the library scored in one or more.

Results follow in this order: CRFR2-BP ag	CHRM4 PAM	CRFBP-R2 block	M5 PAM	CHRM5 agonist	IDE cell inh	M5 antag	M4 ag	M4 antag
Clc1ccc(OCCOCCOc2cccc3cccnc23)c(Br)c1
→ 2.2	14	-77	2	-1	2	3	2	-17
Cc1cc(-c2ccc(C(C)C)c(S(=O)(=O)N3CCOc4ccccc43)c2)on1
→ 5.7	-9	-20	-7	-4	5	16	-2	-7
c1ccc(CNc2ccc3ccccc3n2)nc1
→ -1.6	4	9	-1	-2	0	-2	1	-11
CCOc1ccc2c(c1)c1nc3ccccc3nc1n2C
→ -1.6	6	6	8	-7	.	-3	0	-9
COc1ccccc1CNc1nc(NCc2ccc(C(C)C)cc2)c2sccc2n1
→ .	-1	.	-2	3	.	20	2	4
O=C(CCN1C(=O)C2CC=CCC2C1=O)Nc1cc(C(F)(F)F)ccc1N1CCCC1 (configuration not stated)
→ -1.0	-1	-2	-1	-2	-3	6	1	2
CC(C)(C)c1ccc(C(=O)NCC(=O)N2CCNC(=O)C2)cc1
→ -2.9	-2	10	2	-2	-2	0	2	-5
N=c1sccn1CC(=O)Nc1cccc(S(=O)(=O)N2CCCCCC2)c1
→ 1.9	-2	-1	-1	-7	0	8	5	0
O=C(CCCCCNC(=O)c1ccccc1Br)N=Nc1c(O)[nH]c2ccccc12
→ -0.1	-6	6	4	0	-2	-5	6	-3
O=[N+]([O-])c1cnc2nc(-c3ccncc3)nn2c1O
→ -1.1	-5	11	2	-1	1	-6	0	1

Part of the list above in order of count of non-hydrogen atoms, lowest first:
Results follow in this order: CRFR2-BP ag	CHRM4 PAM	CRFBP-R2 block	M5 PAM	CHRM5 agonist	IDE cell inh	M5 antag	M4 ag	M4 antag
O=[N+]([O-])c1cnc2nc(-c3ccncc3)nn2c1O
→ -1.1	-5	11	2	-1	1	-6	0	1
Cc1cc(-c2ccc(C(C)C)c(S(=O)(=O)N3CCOc4ccccc43)c2)on1
→ 5.7	-9	-20	-7	-4	5	16	-2	-7
O=C(CCCCCNC(=O)c1ccccc1Br)N=Nc1c(O)[nH]c2ccccc12
→ -0.1	-6	6	4	0	-2	-5	6	-3

The main list resumes, repeating the two entries before the break.
Results follow in this order: CRFR2-BP ag	CHRM4 PAM	CRFBP-R2 block	M5 PAM	CHRM5 agonist	IDE cell inh	M5 antag	M4 ag	M4 antag
O=C(CCCCCNC(=O)c1ccccc1Br)N=Nc1c(O)[nH]c2ccccc12
→ -0.1	-6	6	4	0	-2	-5	6	-3
O=[N+]([O-])c1cnc2nc(-c3ccncc3)nn2c1O
→ -1.1	-5	11	2	-1	1	-6	0	1
CCCNC(=O)c1cc(C2CCCCN2S(=O)(=O)c2cccc3cccnc23)on1 (configuration not stated)
→ .	4	.	1	0	.	0	-1	-9
CCOC(=O)C1CCN(C(=O)/C(=C/c2ccccc2)NC(=O)c2ccccc2)CC1
→ 2.2	-3	10	-2	1	-1	3	3	-8
O=[N+]([O-])c1ccc(Cl)c(/C=N/n2c(C3CCCCC3)n[nH]c2=S)c1
→ 0.5	2	3	1	0	1	-2	0	1
O=C(/C=C/c1ccc([N+](=O)[O-])cc1)Nc1cccnc1
→ -0.1	-2	3	-16	-1	1	6	3	-10
Cc1cc(C[n+]2ccccc2)c2nsnc2c1
→ -1.7	-2	12	-2	-6	1	2	0	-8
CC(C)(C)C(=O)NCCCc1ccccc1
→ -0.6	4	0	3	-3	2	1	1	4
COC(=O)c1c(C(=O)OC)c(-c2ccc(Br)cc2)n2c1CS(=O)C2 (configuration not stated)
→ -0.7	2	4	-3	0	7	7	0	-2
COc1ccccc1N1CCN(C(=O)c2oc3ccc(Br)cc3c2C)CC1
→ -2.2	-1	1	-2	-3	-1	2	0	4
COc1ccc(C(=O)C/C(=C\C(=O)c2ccc(C)cc2)c2ccccc2)cc1
→ 4.5	-9	-9	-18	-3	-8	3	1	6
Cc1cc(C)cc(N(CC(=O)N2CCn3c2nc2ccccc23)S(=O)(=O)c2c(C)noc2C)c1
→ 2.1	4	5	-3	0	0	2	1	3

The results go on:
Results follow in this order: CRFR2-BP ag	CHRM4 PAM	CRFBP-R2 block	M5 PAM	CHRM5 agonist	IDE cell inh	M5 antag	M4 ag	M4 antag
Nc1c(N(CCC2=CCCCC2)C(=O)COc2ccc(F)cc2Cl)c(=O)[nH]c(=O)n1Cc1ccccc1
→ 1.1	4	-2	1	6	.	6	3	1
C[C@H](CO)N1C[C@H](C)[C@H](CN(C)S(=O)(=O)c2ccc3ccccc3c2)OCc2cnnn2CCCC1=O
→ -1.1	8	-14	-1	0	.	3	2	-8
CCC1=NN(C(=O)C(=O)NCCc2ccccc2)C(O)(C(F)(F)F)C1 (configuration not stated)
→ -0.3	1	0	-4	0	-6	6	4	-8
Cc1ccc(-n2c(SCC(=O)N/N=C/c3ccc(C)s3)nnc2-c2ccccc2)cc1
→ 0.7	6	47	-4	-2	-1	6	-1	0
C=CCCCCCCCCC(=O)Nc1ncccn1
→ -2.9	-10	-11	8	-1	6	3	0	-2
CCCn1c(N)c(N(CCOC)C(=O)Cc2ccc(S(=O)(=O)N3CCOCC3)s2)c(=O)[nH]c1=O
→ .	-2	.	6	2	1	8	1	5
C=CCc1cc(C=O)cc(OC)c1OCc1ccc(Cl)cc1
→ 1.3	4	1	0	-11	-1	-8	-2	-5
Fc1ccc2cc(-c3ccccc3F)ncc2c1
→ -1.1	2	6	-3	4	1	2	0	5
COc1ccc(C2CC(c3cccs3)=NN2C(=O)CSc2nncn2C)cc1OC (configuration not stated)
→ -2.5	16	26	4	-3	2	7	2	2
COc1ccc(NC(=O)Cn2c(=O)n(CC3CCCO3)c(=O)c3ccccc32)c(OC)c1 (configuration not stated)
→ 2.1	-6	3	1	3	-2	1	2	-3

Next results:
Results follow in this order: CRFR2-BP ag	CHRM4 PAM	CRFBP-R2 block	M5 PAM	CHRM5 agonist	IDE cell inh	M5 antag	M4 ag	M4 antag
COc1ccc(NC(=O)CNC(c2ccccc2)c2ccccc2)cc1
→ -1.3	4	12	-2	-8	7	6	7	-15
Cc1cc(NC(=O)CSc2nnc(NC(=O)C3CC(=O)N(c4ccccc4C)C3)s2)no1 (configuration not stated)
→ -2.3	16	16	-1	2	-1	5	0	4
COc1ccc(N(CC(=O)N2CCC(C)CC2)S(=O)(=O)c2c(C)nn(C)c2C)cc1
→ -1.4	10	0	1	0	1	-9	2	-18
CSc1ccccc1C(=O)NC1CCCc2ccccc21 (configuration not stated)
→ -1.1	-12	35	1	-4	0	1	5	0
CC(=O)c1ccc(OCCCC(=O)NC2CCCCC2C)cc1 (configuration not stated)
→ -0.9	2	-2	-5	-1	-4	10	3	-5
COc1ccc(CNCc2c(O)c(Cl)cc3c(C)c(C)c(=O)oc23)c(OC)c1
→ -1.2	0	0	-1	-3	-1	-2	1	-3
CC(C)c1ccc(OCC(=O)NN2C(=O)c3ccccc3C2=O)c(Br)c1
→ 1.9	-2	-21	8	-8	-9	10	1	-4
COc1ccc(OC)c(NC(=O)c2cc(-c3ccc(C)cc3O)n[nH]2)c1
→ 0.3	8	4	-3	0	5	-3	2	-2
Cc1cc(N/N=C\c2ccccc2)nc(-c2ccccc2O)n1
→ 8.4	-10	-72	-9	-4	4	4	0	-1
COc1ccc(CN=C2NN=C(c3ccc(Cl)cc3)CS2)cc1
→ -2.0	6	14	6	3	-2	8	1	2

Remaining list, next part.
Results follow in this order: CRFR2-BP ag	CHRM4 PAM	CRFBP-R2 block	M5 PAM	CHRM5 agonist	IDE cell inh	M5 antag	M4 ag	M4 antag
COc1ccc(C(CNC(=O)c2cccc(S(=O)(=O)N3CCc4ccccc43)c2)N(C)C)cc1 (configuration not stated)
→ -0.9	-10	-6	-10	-10	4	5	4	16
O=C(NNC1CC(=O)N(c2ccc3c(c2)OCCO3)C1=O)c1ccc(Cl)cc1 (configuration not stated)
→ -0.1	-3	-12	3	2	-1	5	1	7
CCCNC(=O)C/C(C)=N/NC(=O)C(=O)Nc1ccccn1
→ 7.3	2	19	-7	3	9	12	14	4
CC(=O)c1cccc(NC(=S)N2c3ccccc3CC2C)c1 (configuration not stated)
→ 0.8	-4	-2	1	2	5	8	0	2
CCCCOC(=O)Nc1cc(C(=O)OC)ccc1C(=O)OC
→ 0.4	1	-48	-4	0	0	2	-1	-1
Cc1ccc(/C(N)=N/OC(=O)/C=C/c2ccccc2)cc1
→ -2.1	1	7	2	0	4	-4	-1	3
Cc1cccc(N2CCN(C(=O)COc3noc4nc(C)cc(C)c34)CC2C)c1 (configuration not stated)
→ 0.7	-1	0	-5	2	.	2	5	-5
CC(Sc1nc2ccccc2s1)C(=O)Nc1ccc2c(c1)OCO2 (configuration not stated)
→ 1.0	5	10	-8	-1	6	-6	7	-5
O=C(CN1CCN(CC(=O)Nc2ccccc2Cl)CC1)Nc1ccc2c(c1)OCCO2
→ -2.3	6	-3	1	-4	-4	-5	2	-9
O=C(N/N=C/c1c[nH]c2ccccc12)c1ccc([N+](=O)[O-])cc1Cl
→ 3.3	-3	-11	-5	-2	6	6	4	2

Whole records, quoted from the list. Values in the order: CRFR2-BP ag | CHRM4 PAM | CRFBP-R2 block | M5 PAM | CHRM5 agonist | IDE cell inh | M5 antag | M4 ag | M4 antag
Entry for Cc1cccc(N2CCN(C(=O)COc3noc4nc(C)cc(C)c34)CC2C)c1 (configuration not stated) → 0.7 | -1 | 0 | -5 | 2 | . | 2 | 5 | -5
Entry for O=C(CN1CCN(CC(=O)Nc2ccccc2Cl)CC1)Nc1ccc2c(c1)OCCO2 → -2.3 | 6 | -3 | 1 | -4 | -4 | -5 | 2 | -9

The listing continues:
Results follow in this order: CRFR2-BP ag	CHRM4 PAM	CRFBP-R2 block	M5 PAM	CHRM5 agonist	IDE cell inh	M5 antag	M4 ag	M4 antag
Nc1c(N(Cc2ccco2)C(=O)c2ccc(Br)cc2)c(=O)[nH]c(=O)n1Cc1ccccc1
→ 0.1	7	4	5	3	6	10	1	-2
O=C(COc1ccc(Cl)c(Cl)c1)NN1C(=O)C2C(C1=O)C1C=CC2C12CC2 (configuration not stated)
→ 0.1	8	-11	8	-7	-4	-4	2	0
COc1ccc(N2C3=C(C(=O)CC(C)(C)C3)C(c3ccccc3OC)C3=C2CC(C)(C)CC3=O)cc1
→ 1.0	-3	-4	3	-2	3	5	-1	8
NS(=O)(=O)c1ccc(CCNc2nn3c(-c4cccc(OC(F)(F)F)c4)cnc3s2)cc1
→ .	-1	.	-8	-1	.	17	8	23
COc1cc(OCC(N)=O)cc(OC)c1OC
→ -3.4	10	18	-2	0	-2	-8	1	1
CCCCCC(=O)NNC1=NCC(Cc2ccccc2)S1 (configuration not stated)
→ -2.0	-2	-4	3	1	2	4	2	-4
Cc1nn(CC(=O)c2ccc(Cl)s2)c(C)c1[N+](=O)[O-]
→ -3.1	-1	-13	-2	-2	3	3	0	-5

Source: PubChem
